IL-2 act = activates IL-2 in a cell-based reporter assay; hit rate 0.065% among 360,000; activation, % (series mostly up to about 46 µM); IL-2 activation reporter assay, cell-based qHTS; stimulated with anti-CD3/CD4/CD28 beads; in transgenic mouse T cells; AID 652025; in the data active = activation above about 50%; inconclusive = mostly about 30% to 49%; also: 0% is about no effect
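EGFP and DsRed fluorescence is measured by plate cytometry in unstimulated transgenic mouse T cells exposed to compound for 60 minutes, then stimulated 18 hours at 37 degrees C with anti-CD3/anti-CD4 beads plus anti-CD28.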
EPAC1 antag = EPAC1 (human) antagonism; EPAC1 GEF assay, Rap1b-BODIPY-GDP exchange fluorescence; hit rate 0.14% among 360,000; AID 720709; O95398; Potency, µM (series often up to 115 µM), for inactives: at the top dose activity change, negative = inhibition, actives largely listed as inhibitors;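 also: potency is read from the fitted curve at half-maximal effect; plate controls were vehicle for no effect and positive control for full effect; nearly all actives have a fitted effect of over 50% in size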
PI5P4K alpha inh = inhibitors of human PI5P4K alpha | PI5P4Kalpha enzyme, ADP-Glo luminescence, 60 min; stronger effect = lower value | hit rate 1.2% among 330,000 | max response, % | P48426; active = max response of -50% or lower; inconclusive = between -30% and -50%; inactive = -30% or higher; also: value at the top dose of about 77 µM; % is scaled to controls: 0 for no effect and ±100 for the full control effect
Target sequence (P48426 whole entry, looked up): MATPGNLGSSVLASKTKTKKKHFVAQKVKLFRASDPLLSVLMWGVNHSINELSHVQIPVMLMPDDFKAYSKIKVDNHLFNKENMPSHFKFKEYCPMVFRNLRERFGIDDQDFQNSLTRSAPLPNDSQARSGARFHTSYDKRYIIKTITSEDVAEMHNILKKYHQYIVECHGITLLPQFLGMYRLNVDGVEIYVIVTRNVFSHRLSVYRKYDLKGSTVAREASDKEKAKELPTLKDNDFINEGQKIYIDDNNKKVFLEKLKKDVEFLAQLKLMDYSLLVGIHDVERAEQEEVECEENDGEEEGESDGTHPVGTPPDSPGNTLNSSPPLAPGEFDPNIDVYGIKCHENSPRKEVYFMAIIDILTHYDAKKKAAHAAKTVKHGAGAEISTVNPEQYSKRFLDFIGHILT
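Luminescence from ADP-Glo served as readout of PI5P4Kalpha activity in a qHTS format. Reaction: enzyme, substrate, compound, ATP at 5 microM final, 60 min at RT.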
PLK1 PBD inh = PLK1 (human) polo-box domain binding inhibition; hit rate 2.8% among 360,000; Potency, µM, for the others: max response, negative = inhibition, hits mostly inhibitors; P53350; Plk1 PBD binding of FITC phosphopeptide, fluorescence polarization; also: potency is read from the fitted curve at half-maximal effect; series mostly up to about 57 µM; % is scaled to controls: 0 for no effect and ±100 for the full control effect; nearly all actives have a fitted effect of over 65% in size
Target sequence (P53350 whole entry, looked up, the tested form may be a part): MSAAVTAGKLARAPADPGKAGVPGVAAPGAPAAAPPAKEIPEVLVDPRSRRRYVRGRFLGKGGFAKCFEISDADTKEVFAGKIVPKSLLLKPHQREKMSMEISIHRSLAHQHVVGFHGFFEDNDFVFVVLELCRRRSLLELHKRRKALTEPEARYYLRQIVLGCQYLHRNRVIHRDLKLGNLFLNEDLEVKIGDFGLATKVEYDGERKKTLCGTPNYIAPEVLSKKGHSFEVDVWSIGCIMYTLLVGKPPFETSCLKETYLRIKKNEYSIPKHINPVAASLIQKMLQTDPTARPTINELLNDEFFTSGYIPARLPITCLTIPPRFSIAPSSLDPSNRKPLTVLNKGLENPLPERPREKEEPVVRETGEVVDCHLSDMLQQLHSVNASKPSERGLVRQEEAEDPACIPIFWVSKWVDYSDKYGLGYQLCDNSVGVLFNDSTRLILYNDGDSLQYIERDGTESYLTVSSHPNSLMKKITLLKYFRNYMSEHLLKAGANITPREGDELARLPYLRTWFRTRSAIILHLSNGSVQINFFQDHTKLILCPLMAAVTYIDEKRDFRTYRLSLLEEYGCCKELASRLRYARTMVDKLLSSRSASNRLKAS
EPAC2 ag = agonists of human EPAC2 (RAPGEF4); EPAC2 activation, biochemical qHTS; response scale: 100% = 6.5 mM cAMP response; Potency, µM (doses to about 154 µM), inactives show top-dose activation, hits mostly activators; hit rate 0.079% among 360,000; also: potency is read from the fitted curve at half-maximal effect; nearly all actives have a fitted effect of over 50% in size
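Compounds were added across a concentration range to EPAC2 (100 nM), RAP1B-BODIPY-GDP (250 nM) and GDP (50 uM). After 5 min at room temperature, fluorescence was recorded at 5-min intervals for 30 min.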
EPAC1 ag = activates human EPAC1 exchange factor | Potency, µM (doses to about 154 µM), inactives show top-dose activation, most hits filed as activators | EPAC1 agonist qHTS, biochemical assay; response scale: 100% = response to 6.5 mM cAMP | O95398 | hit rate 0.073% among 360,000; also: potency is read from the fitted curve at half-maximal effect; nearly all actives have a fitted effect of over 60% in size
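Normalized to 6.5 mM cAMP, activity reflects EPAC1-catalysed release of BODIPY-GDP from Rap1B, followed kinetically over 30 min at 480 nm excitation, 540 nm emission. Reaction contained 100 nM EPAC1, 250 nM Rap1B-BODIPY-GDP, 50 uM GDP.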
WRN inhibitor = blocks human WRN helicase. WRN helicase unwinding, fluorescent forked duplex, kinetic. Potency, µM (top dose mostly 114 µM), for the others: at the top dose activity change, negative = inhibition, actives largely listed as inhibitors. hit rate 0.46% among 360,000; also: potency is read from the fitted curve at half-maximal effect; % is scaled to controls: 0 for no effect and ±100 for the full control effect; nearly all actives have a fitted effect of over 55% in size
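Fluorescence dequenching readout, ex 525 nm/em 598 nm, kinetic mode: forked duplex DNA (100 nM final) with adjacent fluorophore and quencher unwound by WRN (20 nM final) with 2 mM ATP. Compound preincubation 15 min, room temperature.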
CCT modulator = cytosolic chaperonin activity modulation; purified chaperonin ATPase assay, HTRF ADP detection, 30 min; activity change, % (test concentration not listed), hits read low; hit rate 0.3% among 360,000; AID 651819; in the data active = activity change below about -30%; also: % is scaled to controls: 0 for no effect and ±100 for the full control effect
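TRiC at 40 or 20 nM final (batch-dependent) in 30 mM Tris pH 7.4, 100 mM KCl, 5 mM MgCl2, 1 mM DTT, with compound at single 76 uM and 10 uM ATP, 30 min at 37 deg C. ADP detected by HTRF Transcreener, 665/615 ratio.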
Numbers without * were called inactive; ? = inconclusive; · = no result given; [ ] = dose if it differs, or a comment. Unless noted, calls follow the shape of the dose curve; as a rule, active = well fitted curve in the direction sought with a large enough effect; inconclusive = small, poorly fitted or top-dose-only effect, or another doubt; inactive = no such curve, though single readings can be large; an effect the other way counts as inactive or inconclusive. An excerpt, so the mix of outcomes need not match the whole.

SMILES	IL-2 act	EPAC1 antag	PI5P4K alpha inh	PLK1 PBD inh	EPAC2 ag	EPAC1 ag	WRN inhibitor	CCT modulator
COc1ccc(N2CCN(CCCNC(=O)C(=O)c3c(C)n(C)c4ccccc34)CC2)cc1	1.3	-3%	2	-8%	7%	7%	8%	-1.0
CC(C)Cc1nc(N2CCN(C(=O)c3ccco3)CC2)c(C#N)c2c1CCCC2	-4.0	-8%	-9	-15%	1%	-5%	-2%	0.1
CCN(C(=O)Nc1cccc(Cl)c1)c1ccccc1	0.0	-14%	10	8%	5%	3%	-7%	-5.7
COc1cccc(NC(=O)CSc2nnc(Cc3cccn3C)n2-c2ccc(F)cc2)c1	-0.9	-10%	6	-5%	3%	-10%	3%	-0.1
CCC1(NC(C)=O)CC2CC1CC2NC(C)=O (stereo not drawn)	1.7	5%	·	-3%	10%	3%	2%	-1.5
Cc1ccc(C(=O)Nc2ncc(Cc3ccc(F)cc3)s2)o1	0.6	-4%	·	-3%	0%	11%	3%	-1.4
CCc1cccc(C)c1NC(=O)CC1Oc2ccc(C)cc2NC1=O (stereo not drawn)	1.4	-1%	-1	3%	-8%	14%	1%	-1.3
CN(Cc1ccccc1)C(=O)COc1cc(=O)n(C)c2ccccc12	0.3	-1%	0	-15%	3%	8%	0%	-0.7
CC1(C(=O)NS(=O)(=O)Cc2ccccc2C(F)(F)F)CCN1C(=O)C/C=C/c1ccccc1 (stereo not drawn)	0.6	-8%	6	-11%	5%	4%	-4%	-1.3
O=C(Nc1nccs1)c1cccc(S(=O)(=O)N2CCOCC2)c1	3.7	-2%	-2	3%	-17%	-1%	-1%	-2.5
Oc1c(Cl)cc(Cl)c2cccnc12	0.0	2%	-19	-29%	4%	9%	6%	-5.5
Cc1ccc(S(=O)(=O)Nc2ccc3c(c2)C(=O)N([C@H](C)CO)C[C@@H](C)[C@@H](CN(C)C(=O)Nc2cccc4ccccc24)O3)cc1	0.2	-5%	-1	-11%	-3%	-1%	-11%	0.4
COc1ccc(-c2cc(C(=O)N3CCOCC3)c3cc(C)ccc3n2)cc1	-0.4	0%	1	-7%	-3%	1%	-2%	-1.2
O=C(NCC(=O)N(c1ccc(F)cc1)C(C(=O)NC1CCCC1)c1cccnc1)c1ccco1 (stereo not drawn)	-0.3	-2%	0	-10%	5%	-6%	-4%	0.6
CCOc1ccc(N2C(=O)C(Cl)=C(Nc3ccccc3O)C2=O)cc1	-0.7	-10%	·	8.4µM*	17%	23%	-15%	0.9
Cc1ccccc1C(=O)Nc1ccc(N(C)C)c2ccccc12	-2.3	2%	0	-17%	0%	-4%	13%	-1.7
COc1ccccc1N(CC(=O)N/N=C/c1ccc(SC)cc1)S(C)(=O)=O	-1.4	7%	5	-2%	0%	-6%	-7%	0.6
Cc1ccc(S(=O)(=O)CCc2ccncc2)cc1	0.0	-1%	-1	2%	-2%	1%	8%	1.4
O=C(Nc1nnc(-c2ccc(F)cc2)o1)c1cccc([N+](=O)[O-])c1	-1.0	-22%	?	-20%	-4%	-7%	12%	-1.9
COc1ccc(-n2c(C)n[nH]c2=O)cc1	-0.1	-13%	0	-26%	6%	1%	-5%	1.2
Nc1ccc2oc(-c3ccccn3)nc2c1	-1.1	-1%	-4	-10%	2%	0%	1%	-0.7
O=C1c2ccccc2-c2onc3ccc(Oc4ccccc4)c1c23	4.1	-3%	-8	26%	2%	7%	?	-3.8
CC(=O)c1ccc(NC(=S)N2CCCC(CO)C2)cc1 (stereo not drawn)	-4.0	7%	-8	-14%	16%	5%	2%	1.2
O=C1c2ccccc2C(=O)c2c(NCCCN(CCO)CCO)cccc21	-0.8	?	0	?	12%	3%	25µM*	-5.2
CCOc1ccc(NC2c3ccccc3C(=O)N2c2ccc(Cl)cn2)cc1 (stereo not drawn)	-1.7	-13%	11	-7%	27%	-2%	-3%	-1.1
O=C(COc1ccc2c(-c3ccccc3)cc(=O)oc2c1)NCCCn1ccnc1	-0.6	-6%	-7	-4%	2%	-20%	4%	-3.8
CSc1nc2ccccc2n1CC(=O)Nc1c(C)n(C)n(-c2ccccc2)c1=O	0.6	12%	·	-3%	5%	-3%	4%[57.1 µM]	-2.5
CCOc1ccc(NC(=O)CCCc2cc(-c3ccc(OCC)cc3)on2)cc1	1.4	-8%	-1	-2%	-2%	1%	-1%	-3.0
COc1ccc(N2CCN(C(=O)CCNC(=O)Cn3ccc4ccccc4c3=O)CC2)cc1	0.5	6%	2	-10%	7%	3%	-1%	-3.2
CCOc1ccc(-c2ccc(NS(=O)(=O)c3cc([N+](=O)[O-])c(C)c([N+](=O)[O-])c3)cc2)nn1	-1.9	-4%	2	-14%	8%	1%	-9%[57.1 µM]	-0.4
CC(C)(C)OC(=O)n1cccc1/C=C1\c2ccccc2C(=O)N1c1ccccc1	-0.5	-7%	-17	-13%	15%	1%	-4%	-0.8
CC1(C)C2CCC1(C)C(OC(=O)C[n+]1ccccc1)C2 (stereo not drawn)	-1.8	3%	-23	19µM*	3%	3%	2%	-1.5
CCOC(=O)C1=CCN(S(=O)(=O)c2ccccc2Cl)C1c1ccc(C)cc1 (stereo not drawn)	-0.5	-21%	11	-3%	14%	5%	-12%	-1.0
Cc1ccccc1C(=O)c1c[nH]c(C(=O)NCCCn2ccnc2)c1	5.6	8%	5	-15%	-2%	4%	2%	0.1
Cc1ccc(NC(=O)CCSc2nnc(-c3ccco3)o2)cc1	-1.6	-2%	·	3%	2%	-9%	-3%	-0.3
Cc1ccc2nc(-c3ccncc3)cc(C(=O)Nc3ccc4c(c3)OCCO4)c2c1	-1.2	-5%	-13	0%	1%	1%	-11%	-3.1
Cc1ccc(S(=O)(=O)N(C)CC(=O)N2CCN(Cc3ccccc3)CC2)cc1	-1.4	-14%	3	-9%	4%	-4%	-14%	-1.3
Oc1ccc(/C=N/N2CCN(c3ccccn3)CC2)cc1	-0.7	1%	2	1%	4%	-3%	-10%	0.1
Cc1ccc(NC(=O)CN2C(=O)NC3(CCCCCC3)C2=O)cc1Cl	-2.7	7%	8	3%	-8%	-4%	-11%	2.6
Cc1ccc(OCC(=O)Nc2cccc(-c3nnc(-c4ccccc4)o3)c2)cc1	0.6	-15%	-2	-3%	-2%	-2%	2%	0.4
COC(=O)c1ccc(NC(=O)CSc2nc3ncccc3[nH]2)cc1	-0.8	-16%	7	-22%	10%	3%	?	-3.6
CN(CC(=O)NC1CCCCCC1)S(=O)(=O)c1ccccc1	-1.5	-14%	·	-8%	5%	-6%	6%	1.6
CCOC(=O)C1CCN(c2cc(=O)n(Cc3ccc(F)cc3)c(=O)[nH]2)CC1	-1.7	-6%	0	-3%	6%	4%	-7%	-0.1
COc1cccc(CNC(=O)CCC2CCCN(C(=O)C3=CC(=O)CC(C)(C)O3)C2)c1 (stereo not drawn)	-1.1	-31%	1	-11%	8%	-4%	-35%	-6.6
C=CCn1nc(-c2ccccc2)cc1C(=O)OCC	0.3	-12%	2	-3%	6%	8%	4%	-0.8
CN(C)c1ccc(/C=[N+](\[O-])C2SC(=S)N(C)C2(C)C)cc1 (stereo not drawn)	-2.9	12%	-1	-1%	-2%	-4%	7%	1.4
O=C1C(=Cc2ccc(Cl)cc2)Cc2ccccc21	1.7	-3%	-7	-12%	11%	-4%	-8%	-1.0
COc1ccccc1N1CCN(S(=O)(=O)c2ccc3c(c2)oc(=O)n3C)CC1	0.4	-24%	5	3%	11%	9%	2%	-1.9
CCOC(=O)c1ccc(NC(=O)c2c(NC(=O)CCC(=O)O)sc3c2CCCCC3)cc1	4.8	0%	-25	27µM*	7%	-2%	-20%	0.4
Cc1ccc2c(c1)CCCN2CC(=O)Nc1cccc(S(=O)(=O)N2CCCC2)c1	-0.3	-14%	-8	-8%	9%	6%	-2%	-1.0
O=C(Cc1cccc2ccccc12)Nc1ccccc1C(=O)O	-2.4	-4%	-8	-11%	-9%	-8%	-6%	-1.0
Cc1ccc(S(=O)(=O)Nc2cc(=O)[nH]c3c2CCC3)cc1	-0.3	-14%	-1	-10%	7%	-5%	3%	1.5
Cc1occc1C(=O)Nc1ccc([N+](=O)[O-])cc1Br	-4.4	22%	-3	-9%	0%	-1%	-1%	1.8
COc1ccc(-n2nc3c(c2NC(=O)CCCCl)CSC3)cc1	2.5	-5%	5	-1%	2%	12%	4%	-2.6
Cc1ccc2cccc(OCC(=O)Nc3ccc4c(c3)OCO4)c2n1	0.4	6%	-6	1%	13%	11%	0%	-2.8
Clc1ccc2nc(C3CCCCC3)c(CC3CCCCC3)n2c1	-0.2	-8%	15	3%	-15%	-11%	-15%	1.0
CCOC(=O)N1CCN(C(=O)COC(=O)c2ccc(O)cc2O)CC1	-0.3	?	-2	3%	7%	-3%	4%[57.1 µM]	0.2
CC(=O)N1CCOc2ccc(S(=O)(=O)N3CCCC(C)C3)cc21 (stereo not drawn)	-0.3	11%	0	-6%	1%	12%	-1%	1.3
NC(=O)c1c(NC(=O)c2ccncc2)sc2c1CCCC2	-3.0	?	-6	-22%	3%	11%	-7%	-0.2
O=C(NCc1ccccn1)/C(=N/O)c1ccccc1	-0.3	6%	?	3.4µM*	2%	-8%	-15%	-2.0
Cn1c(=O)c2c(nc(CN3CCc4ccccc4C3)n2Cc2cccc(Cl)c2)n(C)c1=O	1.0	-16%	-11	-21%	5%	-12%	9%	-0.2
Cc1ccc(NC(=O)c2ccc(Nc3c([N+](=O)[O-])cc([N+](=O)[O-])cc3[N+](=O)[O-])cc2)cc1	-3.4	-3%	-2	-4%	2%	-1%	?	-5.2

Single values from the entries so far.
Under WRN inhibitor, `COc1ccc(-n2nc3c(c2NC(=O)CCCCl)CSC3)cc1` is entered as 4%
Under WRN inhibitor, `O=C(Cc1cccc2ccccc12)Nc1ccccc1C(=O)O` is entered as -6%

By substructure: the compounds so far with two or more sulfur atoms.
SMILES	IL-2 act	EPAC1 antag	PI5P4K alpha inh	PLK1 PBD inh	EPAC2 ag	EPAC1 ag	WRN inhibitor	CCT modulator
O=C(Nc1nccs1)c1cccc(S(=O)(=O)N2CCOCC2)c1	3.7	-2%	-2	3%	-17%	-1%	-1%	-2.5
COc1ccccc1N(CC(=O)N/N=C/c1ccc(SC)cc1)S(C)(=O)=O	-1.4	7%	5	-2%	0%	-6%	-7%	0.6
CN(C)c1ccc(/C=[N+](\[O-])C2SC(=S)N(C)C2(C)C)cc1 (stereo not drawn)	-2.9	12%	-1	-1%	-2%	-4%	7%	1.4
